Screens: PubChem BioAssay, The Scripps Research Institute Molecular Screening Center
SRC3 TRFRET art: flags TR-FRET format artefacts in PPARgamma SRC-3 recruitment agonist screen. hit rate 0.39% among 99,000. TR-FRET ratio at 8 µM. TR-FRET artefact counter-screen, PPARgamma/SRC-3 format; stronger effect = higher value; in the data active = TR-FRET ratio above about 2000; also: inactives centre near 1600; reference of the scale not given here
SRC1 TRFRET art: TR-FRET artefact, counter-screen to PPARgamma/SRC-1 agonist assay; TR-FRET detection artefact counter-screen, emission ratio; stronger effect = higher value; TR-FRET ratio at 8 µM; hit rate 0.34% among 99,000; AID 1051; in the data active = TR-FRET ratio above about 2300; also: inactives centre near 1800; reference of the scale not given here
An asterisk follows results filed as active; & = joins results of further samples.

SMILES | SRC3 TRFRET art | SRC1 TRFRET art
CCOC(=O)Cc1cnc(NC(=O)CSc2nc(N)cc(N)n2)s1 | 1543 | 1588
OC1CCN(c2ncnc3nc[nH]c23)CC1 | 1503 | 1681
COC(=O)c1cccc(NC(=S)Nc2cccc(Cl)c2Cl)c1 | 1611 | 2039
CCCC12CN3CCN(CC(C3)/C1=N\NC(=O)c1ccc(F)cc1)C2 | 1496 | 1893
O=C(NC12CC3CC(CC(C3)C1)C2)c1ccc(-c2cccc(Cl)c2)o1 | 1625 | 2043
COC(=O)c1ccccc1NC(=O)COC(=O)c1ccccc1N=Nc1ccc(N(C)C)cc1 | 1371 | 1813
c1cnc2c(c1)ncc1cscc12 | 1466 | 1687
COc1ccc(/C=N/NC(=O)CSc2n[nH]c(=O)[nH]c2=O)cc1 | 1824 | 1929
CC1CCN(CC(=O)Nc2cc(C(F)(F)F)ccc2Cl)CC1 | 1343 | 1897
Fc1ccc(-c2[nH]ncc2CN(CC2CCC2)CC2CCCO2)c(F)c1 (centres undefined) | 1786 | 1635
Oc1nc(Nc2cccc(Cl)c2)sc1/C=C1\C=Nc2ccccc21 | 1578 | 1757
CCSc1nnc(NC(=O)CSc2nnc(C)c(=O)n2N)s1 | 1366 | 1906
C/C(N)=C(/C#N)C(=O)COC(=O)CNS(=O)(=O)c1ccc(C)cc1 | 1640 | 1675
CC(C)(C)c1ccc(C2CC2C(=O)N/N=C\c2ccc[nH]2)cc1 (centres undefined) | 1529 | 1885
Cc1cc(CNCc2c(C(=O)N3CCCCCCC3)nc3ccc(Cl)cn23)nn1C | 1493 | 1654
CCCCC(c1nnnn1CCOC)N1CCN(c2cccc(OC)c2)CC1 (centres undefined) | 1757 | 1737
CCOC(=O)c1nnc(-c2ccccc2)[nH]c1=O | 1473 | 1684
CCOc1ccccc1N1CCN(C(=S)NCc2ccc(Cl)cc2)CC1 | 1493 | 1527
Cc1ccccc1Nc1nnc(SCc2nc3ccccc3c(=O)[nH]2)s1 | 1609 | 1955
Cc1ccc2nc(SCC(=O)c3c[nH]c4ccccc34)[nH]c2c1 | 1718 | 2057
O=C(CSc1nc2ccccc2c(=O)n1-c1ccc(F)c(Cl)c1)Nc1cccc(S(=O)(=O)N2CCOCC2)c1 | 1729 | 2035
Cc1ccc(S(=O)(=O)N2CC=C(C(=O)NCc3ccccc3)CC2)cc1 | 1806 | 2004
Cn1cnnc1Sc1ccc(C(=O)OCC(=O)Nc2ccccc2)cc1[N+](=O)[O-] | 1746 | 1869
Cc1nc2nc(CSc3nnc(C)s3)cc(=O)n2[nH]1 | 1817 | 1715

Reformatted as comma-separated lines: entries from further up
Molecule,SRC3 TRFRET art,SRC1 TRFRET art
O=C(NC12CC3CC(CC(C3)C1)C2)c1ccc(-c2cccc(Cl)c2)o1,1625,2043
COC(=O)c1ccccc1NC(=O)COC(=O)c1ccccc1N=Nc1ccc(N(C)C)cc1,1371,1813

Next structures follow.
SMILES | SRC3 TRFRET art | SRC1 TRFRET art
COc1ccc(C(C(=O)NC(C)C)N(C(=O)CCC(=O)Nc2nccs2)c2ccccc2F)cc1 (centres undefined) | 1666 | 1632
COc1cccc(CNc2ccc(S(N)(=O)=O)cc2)c1OCc1ccccc1F | 1584 | 2160
Cc1cccc(C(=O)NC2CCN(S(=O)(=O)c3ccccc3)CC2)c1 | 1848 | 1931
C#CCOCCOCCOCCNc1nc(N2CCN(C(=O)[C@H]([C@@H](C)CC)n3cc([C@@H](N)Cc4ccc(O)cc4)nn3)CC2)nc(N2CCN(C(=O)[C@H]([C@@H](C)CC)n3cc([C@@H](N)Cc4ccc(O)cc4)nn3)CC2)n1 | 1499 | 1933
O=c1c(Cl)c(N2CCN(c3ccccc3)CC2)cnn1C12CC3CC(CC(C3)C1)C2 | 1465 | 1919
CSc1nc2ccccc2n1CC(=O)Nc1ccc(C)c(C)c1 | 1682 | 2080
O=C(N/N=C/C(Br)=C/c1ccccc1)C1CC1 | 1643 | 1965
COc1ccc(NC(=O)COC(=O)C2CC3C=CC2C3)cc1 (centres undefined) | 1388 | 1776
CCOC(=O)c1c(Cc2ccc(Cl)cc2)c[nH]c1C | 1570 | 2025
COc1ccccc1N1CCN(C2=Nc3cccc4cccc2c34)CC1 | 1606 | 2005
COC(=O)c1ccccc1NS(=O)(=O)c1ccc(Cl)nc1 | 1576 | 1694
COc1cc(C2Nc3cccc4cccc(c34)N2)cc(OC)c1OC(C)=O | 1496 | 1867

Among those listed so far, these contain two or more sulfur atoms:
SMILES | SRC3 TRFRET art | SRC1 TRFRET art
CCOC(=O)Cc1cnc(NC(=O)CSc2nc(N)cc(N)n2)s1 | 1543 | 1588
CCSc1nnc(NC(=O)CSc2nnc(C)c(=O)n2N)s1 | 1366 | 1906
Cc1ccccc1Nc1nnc(SCc2nc3ccccc3c(=O)[nH]2)s1 | 1609 | 1955
O=C(CSc1nc2ccccc2c(=O)n1-c1ccc(F)c(Cl)c1)Nc1cccc(S(=O)(=O)N2CCOCC2)c1 | 1729 | 2035
Cc1nc2nc(CSc3nnc(C)s3)cc(=O)n2[nH]1 | 1817 | 1715

Complete entries, quoted from the list.
Listed for COC(=O)c1cccc(NC(=S)Nc2cccc(Cl)c2Cl)c1 = SRC3 TRFRET art = 1611; SRC1 TRFRET art = 2039
Listed for Cc1ccccc1Nc1nnc(SCc2nc3ccccc3c(=O)[nH]2)s1 = SRC3 TRFRET art = 1609; SRC1 TRFRET art = 1955
Listed for CC(C)(C)c1ccc(C2CC2C(=O)N/N=C\c2ccc[nH]2)cc1 (centres undefined) = SRC3 TRFRET art = 1529; SRC1 TRFRET art = 1885

More records.
SMILES | SRC3 TRFRET art | SRC1 TRFRET art
O=C(O)/C(=C\c1ccccc1OC(F)F)Sc1nnc(-c2ccc(F)cc2)o1 | 1810 | 1584
N#CCOc1nc(N2CCCCC2)nc(N2CCCCC2)n1 | 1568 | 1609
COc1ccc(CC(=O)Nc2ccc(-c3ccc4nnc(C)n4n3)cc2)cc1OC | 1683 | 1956
O=C(O)c1cnn2c(C(F)(F)F)cc(-c3ccco3)nc12 | 2016 | 1801
CC(=O)Nc1ccc(S(=O)(=O)N(C)CC(=O)OCC(=O)NC(C)C23CC4CC(CC(C4)C2)C3)cc1 (centres undefined) | 1788 | 2028
CNC(=O)c1ccc(-n2cccn2)nc1 | 1817 | 1874
O=C(CN1c2cccc3cccc(c23)S1(=O)=O)Nc1ccc(S(=O)(=O)N2CCOCC2)cc1 | 1403 | 1615
S=C(NCCCn1ccnc1)Nc1ccc(Cl)cc1Cl | 1455 | 1679
CC(=O)Nc1sc2c(c1-c1nc3ccccc3s1)CCN(C(C)C)C2 | 1394 | 2041
COc1cc(NC(=O)c2cccnc2SC)cc(OC)c1OC | 1659 | 2017
CC(=O)Nc1cc2c(cc1[N+](=O)[O-])OCCO2 | 1517 | 1671
O=C(CN1CCC(O)(c2ccc3c(c2)OCO3)CC1)NC1CCCCC1 | 1734 | 1771
CCO[C@@H]1OC(C(=O)NCc2ccccc2)=C[C@H](c2ccc3c(c2)OCO3)[C@H]1CCCO | 1714 | 1812
COCCNC(=O)C(c1ccc(Cl)cc1)N(CCOC)C(=O)CCC(=O)Nc1nccs1 (centres undefined) | 1443 | 1511
CC(=O)CSc1ccc(C(=O)O)cn1 | 1427 | 1553
CCOC(=O)N1CCN(c2ncnc3nc[nH]c23)CC1 | 1577 | 1583
CCCc1nc2c(nnn2Cc2ccccc2Cl)c(=O)[nH]1 | 1598 | 1746
CCOc1ccc(NC(=O)CN(C)CC(=O)Nc2ccccc2SC)cc1OCC | 1575 | 1508
O=C(CNC(=S)NC(=O)c1ccccc1Br)c1ccccc1 | 1837 | 1817
COc1ccccc1CNC(=O)CSc1ccc(-c2ccncc2)nn1 | 1485 | 1869
CN1/C(=C\C(=O)Nc2cccc(Cl)c2)C(C)(C)c2ccccc21 | 1605 | 1566
Nc1cc(-c2cccc([N+](=O)[O-])c2)[nH]n1 | 1903 | 1873
Cc1ccc(-c2cc(C(=O)OCC(=O)N(C)C3CCS(=O)(=O)C3)c3ccccc3n2)o1 (centres undefined) | 1477 | 1849
Cc1cc(CNCc2cn(C)nc2-c2ccc(Oc3ccccc3)cc2)on1 | 1721 | 1758
CC1=NOC(=O)/C1=C/c1ccc(O)cc1 | 1705 | 1698
CN(C)C(=O)c1ccc2c3c(cccc13)CC2 | 1735 | 1733
Cc1cccc(NC(=O)CS(=O)(=O)c2cn(C)c3ccccc23)c1 | 1678 | 1784
CCOc1ccc(Oc2ccccc2NC(=O)CCNC(C)=O)cc1 | 1484 | 1810
CSc1cccc(CN2CCN(CCC(C)C)C(CCO)C2)c1 (centres undefined) | 1687 | 1587
COCCNC(=S)Nc1cc(S(=O)(=O)N2CCOCC2)ccc1N1CCCCC1 | 1721 | 2012
CC(C)C(=O)N(Cc1ccc(F)cc1)Cc1nc2ccccc2c(=O)[nH]1 | 1581 | 1733
CC1CN(S(=O)(=O)c2ccc(C(=O)NN3CCN(C)CC3)cc2)CC(C)O1 (centres undefined) | 1495 | 1516
Fc1ccccc1-c1n[nH]c(=S)n1CC1CCCO1 (centres undefined) | 1640 | 1824
CCc1ccc(C2C(C#N)=C(N)SC(N)=C2C#N)s1 | 1738 | 2148
COC(=O)CN(c1ccccc1F)S(=O)(=O)c1ccc(C)cc1 | 1676 | 1728
COC(=O)[C@@H]1CC[C@H](C)[C@@H](c2ccc(C)cc2)N1C(=O)c1ccc(/C=N/OC[C@@H](O)[C@H]2O[C@@H]3OC(C)(C)O[C@@H]3[C@H]2O)cc1 | 1689 | 1674
Cn1c(C(=O)NCCCN2CCN(c3cccc(Cl)c3)CC2)cc2c(=O)n(C)c3ccccc3c21 | 1853 | 1849
COc1ccc(NC(=O)CN2CCc3ccccc3C2)cc1S(=O)(=O)N1CCOCC1 | 1612 | 1985
COc1ccc(C(=O)NCCCc2nc3ccccc3n2Cc2ccccc2C)cc1OC | 1580 | 1728
O=C(COC(=O)Cc1ccc(Cl)cc1Cl)Nc1ccc(OC(F)F)cc1 | 1634 | 1799
COc1ccc(C/C(N)=N/OC(=O)COc2ccccc2C)cc1 | 1459 | 1706
COc1ccccc1OCCNS(=O)(=O)c1ccc2oc3ccccc3c2c1 | 1655 | 1859
S=c1[nH]nc(COc2ccccc2)n1/N=C/c1ccncc1 | 1516 | 1884
COc1cccc(N2CCN(C(=O)CCSCc3ccccc3F)CC2)c1 | 1761 | 2021
N#C/C(=C/c1ccc(N2CCCCC2)cc1)c1cccc(F)c1 | 1586 | 1820
N#CC1=C(N)NC(SCc2ccccc2)=C(C#N)C12CCCC2 | 1778 | 2087
O=C(C1=NN[C@@H]2C(=O)N(c3cccc(F)c3)C(=O)[C@H]12)c1ccc2ccccc2n1 | 1483 | 1705
O=C(CCSc1nc(-c2ccco2)cc(C(F)(F)F)n1)NCCN1CCOCC1 | 1663 | 1562
C=CCN1N=C(/C=C/c2ccc(C)cc2)CCC1=O | 1664 | 1698
Cc1ccc(-n2c(=S)[nH]c3sc4c(c3c2=O)CCC4)cc1 | 2074* | 2142
Cc1cc(NC(=O)CSc2ccccn2)no1 | 1571 | 1775
Cc1cccnc1NC(=O)C1CCN(S(=O)(=O)c2c(C)noc2/C=C/c2ccco2)CC1 | 1774 | 1883
CN1C2C=C(N(CCc3ccccc3)C(=O)c3ccc(Cl)cc3)CC1CC2 (centres undefined) | 1635 | 1761
COc1cc(NC(=O)c2ccc([N+](=O)[O-])o2)ccc1NC(=O)c1cccs1 | 1546 | 1767
COC(=O)c1ccc(N2CCN(C(=O)c3ccccc3)CC2)c(NC(C)=O)c1 | 1672 | 1912
O=C(Cc1ccc(Cl)c(Cl)c1)Nc1ccccc1N1CCOCC1 | 1304 | 1782
CC(=O)Nc1ccccc1NC(=O)c1ccc(C)cc1C | 1490 | 1664
CC(=O)[C@H]1CC[C@H]2[C@@H]3CCC4=CC(=O)CC[C@]4(C)[C@H]3CC[C@]12C | 1598&1489 | 1692&1941
CCOC(=O)c1cc(CC)sc1/N=C/c1c(O)ccc2ccccc12 | 1435 | 1648
O=C(NCc1ccc2c(c1)OCO2)c1ccc(CS(=O)(=O)Cc2cccc(Cl)c2)o1 | 1535 | 1812
Next section:
SMILES | SRC3 TRFRET art | SRC1 TRFRET art
Cc1ccc(Oc2ccc(Cl)cc2N)cc1 | 1590 | 1939
CN1C2CCC1/C(=C\c1ccc(F)cc1)C(=O)/C2=C/c1ccc(F)cc1 | 1320 | 1495
COC(=O)NNC(=O)COc1cc(C)c(Br)cc1C(C)C | 1649 | 1773
O=C(NCc1cccnc1)c1c(O)c2cccc3c2n(c1=O)CCC3 | 1767 | 2059
Cc1ccn2c(=O)nc(SCc3cccc(C(F)(F)F)c3)nc2c1 | 1471 | 1675
NS(=O)(=O)c1ccc(CCNC(=O)c2ccccc2[N+](=O)[O-])cc1 | 1636 | 1795
CCc1nnc(NC(=O)Cc2cccs2)s1 | 1483 | 1661
O=C(CSc1nc2ccccc2[nH]1)NCc1ccc2c(c1)OCO2 | 1766 | 1940
CCOc1ccc(Br)cc1S(=O)(=O)Nc1ccc(C(=O)Nc2ccc(C)cc2)cc1 | 1589 | 1747
O=C(COC(=O)CCc1c[nH]c2ccccc12)NCc1ccc2c(c1)OCO2 | 1359 | 1767
COc1cc(C=O)ccc1OCCCCOc1ccccc1[N+](=O)[O-] | 1717 | 1779
Cc1nn(C)c(C)c1S(=O)(=O)N1CCC(C(=O)NC(C)c2ccccc2)CC1 (centres undefined) | 1618 | 1839
COc1cc(/C=N/NC(=O)c2cccc(S(=O)(=O)N3CCCCC3)c2)cc(Br)c1O | 1613 | 2053
Cc1cc(NC(=O)CSc2ccc(F)cc2)no1 | 1448 | 1818
CCN(CC)c1ccc(C(=O)c2cnc(/N=C/N(C)C)s2)cc1 | 1637 | 1788
O=C(c1cnn2c(C(F)F)cc(-c3ccccc3)nc12)N1CCc2ccccc2C1 | 1692 | 1864
CC(=O)Nc1ccc(/C(C)=N/Nc2nc(Nc3ccccc3)nc(N3CCOCC3)n2)cc1 | 1640 | 1735
CCS(=O)(=O)N1CCN(c2ccc([N+](=O)[O-])c(NCC3CCCO3)c2)CC1 (centres undefined) | 1457 | 1791
CCN1CCc2c(OCC(=O)Nc3cccc(C)c3C)cccc2C1=O | 1431 | 1640

An excerpt; the hit share may differ from the screen's.
